FID counter: fluorescent intercalator displacement, NS3 helicase counter-screen; DNA fluorescent intercalator displacement, fluorescence; inhibition, % at 7.9 µM; 290,000 tested, 0.17% active; AID 1845; in the data active means inhibition above about 37%;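 further: 0% = vehicle and 100% = reference compound; higher means more ethidium bromide displaced from hairpin DNA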
M18AAP inhibitor: blocks P. falciparum M18 aspartyl aminopeptidase | 290,000 tested, 1.2% active | inhibition, % at 7.35 µM | AID 1822 | recombinant PfM18AAP, H-Glu-NHMec fluorogenic cleavage;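 active means inhibition above the campaign mean inhibition over all tested compounds plus 3 SD, cut at about 28% in these data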;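 further: 0% = plate median of test compound wells and 100% = 2 mM ZnCl2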
PHOSPHO1 inh: PHOSPHO1 (human) inhibition. Q8TCT1. recombinant PHOSPHO1, absorbance phosphatase assay. inhibition, % at 13.3 µM. 290,000 tested, 1.1% active; in the data active means inhibition above about 60%
Target sequence (Q8TCT1 whole entry, looked up): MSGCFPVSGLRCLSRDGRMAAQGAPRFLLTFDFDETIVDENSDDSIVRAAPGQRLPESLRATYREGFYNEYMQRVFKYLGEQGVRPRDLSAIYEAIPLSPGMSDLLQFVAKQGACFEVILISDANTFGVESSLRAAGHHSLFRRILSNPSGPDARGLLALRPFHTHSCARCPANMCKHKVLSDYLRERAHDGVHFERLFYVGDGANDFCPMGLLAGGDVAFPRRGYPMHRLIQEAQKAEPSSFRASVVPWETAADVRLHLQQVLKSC
OXTR ag: agonists of human oxytocin receptor. 320,000 tested, 0.32% active. CHO-OTR cells, Fluo-8 calcium fluorescence; normalized: DMSO 0%, oxytocin 100%. P30559. activation, % at 3 µM;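 active means activation above the mean of all tested compounds plus 3 SD, cutoff set per screening run, cut at about 20% in these data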;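 further: peak over basal fluorescence ratio from a 100 s FLIPR kinetic read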
Target sequence (P30559 whole entry, looked up): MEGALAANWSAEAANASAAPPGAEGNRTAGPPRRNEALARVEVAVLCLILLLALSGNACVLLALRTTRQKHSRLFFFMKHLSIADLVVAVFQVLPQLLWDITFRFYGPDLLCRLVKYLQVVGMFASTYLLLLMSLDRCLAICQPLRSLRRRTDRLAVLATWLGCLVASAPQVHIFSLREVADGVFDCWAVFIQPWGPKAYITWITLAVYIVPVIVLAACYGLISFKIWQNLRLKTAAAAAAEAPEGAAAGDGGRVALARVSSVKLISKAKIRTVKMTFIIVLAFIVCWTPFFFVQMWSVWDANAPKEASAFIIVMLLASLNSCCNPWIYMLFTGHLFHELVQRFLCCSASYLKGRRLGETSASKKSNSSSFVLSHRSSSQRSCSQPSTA
MEKK3 PB1 HTS: modulators (inhibitors or enhancers) of MEK5 binding to human MEKK3 PB1 domain | bead-based flow cytometry, Alexa488-MEK5 binding to MEKK3; actives lie on both sides; 0 = blocked by unlabeled MEK5, 100 = vehicle | 290,000 tested, 1.4% active | binding response (% of control), % at 10 µM;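 active means binding response more than 3 SD above or below the average of its plate-row segment, actives on both sides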;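 further: Alexa488 bead fluorescence after subtracting the streptavidin-only scavenger bead signal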
GPR7 antagonist: antagonists of human GPR7 (neuropeptides B/W receptor 1); GPR7-expressing cells, fluorescence antagonist assay; inhibition, % at 4.4 µM; 290,000 tested, 1.1% active; AID 1861; in the data active means inhibition above about 16%, passing the limit was not always enough;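 further: cells stimulated with the agonist NPW; 0% = agonist with vehicle and 100% = vehicle without agonist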
Target sequence (P48145 whole entry, looked up): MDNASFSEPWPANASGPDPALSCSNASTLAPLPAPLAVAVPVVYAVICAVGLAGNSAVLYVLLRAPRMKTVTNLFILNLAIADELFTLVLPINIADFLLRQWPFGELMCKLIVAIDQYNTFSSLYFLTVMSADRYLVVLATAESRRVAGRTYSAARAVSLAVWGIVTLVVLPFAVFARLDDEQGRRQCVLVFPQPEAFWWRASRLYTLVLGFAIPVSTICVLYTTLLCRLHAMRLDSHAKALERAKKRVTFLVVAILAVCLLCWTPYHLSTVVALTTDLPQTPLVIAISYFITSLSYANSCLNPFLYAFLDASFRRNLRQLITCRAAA
MEKK2mut PB1 HTS: signal of MEK5 binding to mutant human MEKK2 PB1 domain. bead flow cytometry, Alexa488-MEK5 binding to MEKK2 mutant. percent response, % at 10 µM. 290,000 tested, 0.35% active. AID 1530; in the data active means percent response above about 24%, passing the limit was not always enough; further: inactives centre near 1; some results filed as inactive read as strong as hits; reference of the scale not given here
MEKK2wt PB1 HTS: raises or lowers MEK5 binding to wildtype human MEKK2 PB1 domain. bead flow cytometry, Alexa488-MEK5 binding to MEKK2 WT; actives lie on both sides. 290,000 tested, 1.1% active. binding response (% of control), % at 10 µM. Q9Y2U5; in the data active means binding response below about 67% or above about 130%
NALP1 yeast inh: inhibitors of NALP1 inflammasome in yeast | S. cerevisiae NALP1/ASC/caspase-1 growth, X-gal OD620, 72 h | inhibition, % at 10 µM | 280,000 tested, 0.61% active | AID 2071; in the data active means inhibition mostly above about 24%, no sharp cut-off; inactive means mostly below about 32%; further: some compounds called inactive have numbers as strong as hits
An asterisk follows results filed as active; x = not tested or not shown.

#1 CCn1nc(CC(=O)O)c2ccccc2c1=O
#2 CN(Cc1ccccc1)C(=O)c1nc2ccccn2c1CN1CCc2sccc2C1
#3 Cc1cc(NS(=O)(=O)c2ccc(Nc3nc(-c4sc(N)nc4C)cs3)cc2)no1
#4 Cc1cc2cc(CNC(=S)Nc3ccc(OC(F)(F)F)cc3)ccc2n1C
#5 Cc1cc(SCC(=O)NC(=O)NCc2ccco2)nc2ccccc12
#6 CC(C)C1C(C#N)=C(N)SC(N)=C1C#N
compound no.,1,2,3,4,5,6
FID counter,-1,-31,-4,-6,-16,4
M18AAP inhibitor,8,-10,6,1,3,19
PHOSPHO1 inh,13,35,-20,-14,26,73*
OXTR ag,-0.1,-1.7,1.4,3.6,-2.2,3.1
MEKK3 PB1 HTS,100,95,97,96,113,94
GPR7 antagonist,1,-3,-11,-17,-9,-3
MEKK2mut PB1 HTS,-7,-5,6,-4,5,-7
MEKK2wt PB1 HTS,92,96,100,94,108,98
NALP1 yeast inh,-4,4,10,14,4,-21

#7 O=C(NCCS(=O)c1ccc(Cl)cc1)c1cccc(Cl)c1 (configuration not stated)
#8 O=C(Cn1nnc(-c2cccs2)n1)NCCc1ccccc1
#9 Nc1nc2c3ccccc3nc(C3CC3)n2n1
#10 CCNC(=O)Nc1cc(OC)c(OC)cc1C(=O)O
#11 O=S(=O)(c1ccc2nc(-c3ccco3)c(-c3ccco3)nc2c1)N1CCOCC1
#12 O=C(NCCN1CCOCC1)/C(=C/c1ccccc1)NC(=O)c1ccccc1
compound no.,7,8,9,10,11,12
FID counter,-11,-6,-3,-5,-12,-5
M18AAP inhibitor,-1,0,2,11,21,-6
PHOSPHO1 inh,12,1,-36,20,65*,36
OXTR ag,-0.2,1.0,0.2,0.3,-2.0,-0.5
MEKK3 PB1 HTS,100,100,89,79,108,99
GPR7 antagonist,-5,-2,-14,6,-1,-3
MEKK2mut PB1 HTS,1,4,-4,5,7,6
MEKK2wt PB1 HTS,94,102,97,80,98,104
NALP1 yeast inh,-14,-59,14,-50,11,-7

#13 CC1CN(Cc2nc3c(c(=O)n(C)c(=O)n3C)n2Cc2cccc(Cl)c2)CC(C)O1 (configuration not stated)
#14 CCC(=O)Nc1ccc(NC(=O)c2ccc3ccccc3c2)cc1
#15 COC(=O)C1=CNC=C(C(=O)OC)C1c1ccc(C(=O)OC)cc1
#16 COc1ccc(Cn2cc([N+](=O)[O-])nc2C)cc1[N+](=O)[O-]
#17 COc1ccc(CCNC(=O)c2ccc3nc4cc(Cl)ccc4c(=O)n3c2)cc1OC
#18 COc1ccc(-c2nnc(NC(=O)c3ccc([N+](=O)[O-])o3)o2)c(OC)c1
compound no.,13,14,15,16,17,18
FID counter,-19,-4,0,-1,-17,-28
M18AAP inhibitor,-6,-6,1,7,3,7
PHOSPHO1 inh,14,14,10,56,22,23
OXTR ag,0.1,0.6,15,0.1,-0.6,0.5
MEKK3 PB1 HTS,102,104,98,100,103,96
GPR7 antagonist,-10,-7,-3,-3,-11,-10
MEKK2mut PB1 HTS,4,12,0,5,5,1
MEKK2wt PB1 HTS,107,104,100,94,105,100
NALP1 yeast inh,26,-6,25,x,4,3

#19 C[C@H](NC(CCc1ccccc1)C(=O)O)C(=O)N1CCC[C@H]1C(=O)O (some centres not stated)
#20 CCS(=O)(=O)C1=NN2C(=N)/C(=C\c3ccc(OC(=O)c4ccco4)c(OC)c3)C(=O)N=C2S1
#21 CC(=O)OCC(=O)NCCCOc1cccc(CN2CCCCC2)c1
#22 O=C(N/C(=C/c1cccs1)C(=O)N1CCOCC1)c1cccs1
#23 CCOc1ccc(N=C2Sc3nc4ccc(C)cc4cc3CN2CCOC)cc1
#24 Cc1cc(=O)[nH]c(SCC(=O)c2c(N)n(C)c(=O)n(C)c2=O)n1
compound no.,19,20,21,22,23,24
FID counter,x,-7,x,-5,-2,2
M18AAP inhibitor,x,0,x,-1,0,6
PHOSPHO1 inh,x,-9,x,60*,-22,8
OXTR ag,0.7,-1.0,-0.4,-0.3,-2.5,0.0
MEKK3 PB1 HTS,108,100,108,103,101,108
GPR7 antagonist,x,16,x,-17,-5,-2
MEKK2mut PB1 HTS,4,-3,1,3,2,15
MEKK2wt PB1 HTS,111,98,108,106,104,110
NALP1 yeast inh,x,-13,x,4,12,-1

#25 N#C/C(=C\c1ccc(OCCN2CCOCC2)cc1)C(=O)Nc1ccc(S(N)(=O)=O)cc1
#26 CCOC(=O)c1cc(C)sc1/N=C/C1=C(O)CCCC1=O
#27 C=CCNC(=O)CN1CCC(n2nnc3cc(C(F)(F)F)ccc32)CC1
#28 CCC(=O)Nc1nnc(-c2ccncc2)s1
#29 Cc1noc(C)c1CSCC(=O)Nc1nc2ccccc2s1
#30 NC(=O)c1nc(-c2cccs2)nc2c1[nH]c(=O)n2-c1ccc(F)cc1
compound no.,25,26,27,28,29,30
FID counter,-7,-3,-7,-4,-18,-1
M18AAP inhibitor,2,-2,3,10,6,-5
PHOSPHO1 inh,23,12,28,-14,12,-3
OXTR ag,-0.1,-0.4,0.1,0.7,3.9,0.2
MEKK3 PB1 HTS,94,131*,102,96,106,89
GPR7 antagonist,-1,4,8,-1,-4,-7
MEKK2mut PB1 HTS,1,1,-4,2,9,-13
MEKK2wt PB1 HTS,99,108,98,102,110,85
NALP1 yeast inh,5,28,26,6,0,10

#31 Cn1nnnc1SCC(=O)NCc1ccco1
#32 Cc1cc(Cl)ccc1OCC(=O)Nc1ccccc1C(=O)N1CCOCC1
#33 CCn1c(COc2ccccc2C)nnc1SCC(=O)O
#34 Cc1ccc(/C=C/C(=O)NCc2cccs2)cc1
#35 COc1ccccc1CCNC(=O)c1cnccn1
#36 N#CC1=C(N)Oc2n[nH]c(-c3cccnc3)c2C1c1ccc([N+](=O)[O-])o1 (configuration not stated)
compound no.,31,32,33,34,35,36
FID counter,2,-25,-11,-4,-5,6
M18AAP inhibitor,2,0,8,-3,-3,33*
PHOSPHO1 inh,21,61*,39,5,26,12
OXTR ag,0.2,0.7,1.6,-2.4,0.2,-1.0
MEKK3 PB1 HTS,110,101,101,105,98,116
GPR7 antagonist,-5,-19,-5,-7,-1,0
MEKK2mut PB1 HTS,-1,-3,-1,5,6,-1
MEKK2wt PB1 HTS,110,103,98,110,99,103
NALP1 yeast inh,2,15,9,28,6,11

#37 O=C(C1CCC(=O)N(C2CCCCCC2)C1)N1CCN(c2ccccc2Cl)CC1 (configuration not stated)
#38 O=C(COC(=O)C1CC1)NC(=O)NCc1ccccc1
#39 Cc1cccc(CN2CCN(Cc3cccc(-n4cccn4)c3)CC2CCO)n1 (configuration not stated)
#40 O=C(CSc1nncn1-c1ccccc1)NCc1cccs1
#41 CC(C)C(NS(=O)(=O)c1ccccc1)C(=O)OCc1cc([N+](=O)[O-])cc2c1OCOC2 (configuration not stated)
#42 O=C(O)c1ccc(CSc2nc3ccccc3o2)cc1
compound no.,37,38,39,40,41,42
FID counter,-58,-1,9,-3,-17,-14
M18AAP inhibitor,-1,-1,1,-2,5,-9
PHOSPHO1 inh,34,7,23,4,4,20
OXTR ag,5.7,0.3,-0.4,0.7,-1.1,4.8
MEKK3 PB1 HTS,101,95,103,101,98,103
GPR7 antagonist,-1,-17,-9,-2,19,8
MEKK2mut PB1 HTS,1,-2,-11,2,7,2
MEKK2wt PB1 HTS,98,96,102,101,93,100
NALP1 yeast inh,6,-10,-7,-1,30,3

By substructure, the compounds so far with a COOH group
#1 CCn1nc(CC(=O)O)c2ccccc2c1=O
#10 CCNC(=O)Nc1cc(OC)c(OC)cc1C(=O)O
#19 C[C@H](NC(CCc1ccccc1)C(=O)O)C(=O)N1CCC[C@H]1C(=O)O (some centres not stated)
#33 CCn1c(COc2ccccc2C)nnc1SCC(=O)O
#42 O=C(O)c1ccc(CSc2nc3ccccc3o2)cc1
compound no.,1,10,19,33,42
FID counter,-1,-5,x,-11,-14
M18AAP inhibitor,8,11,x,8,-9
PHOSPHO1 inh,13,20,x,39,20
OXTR ag,-0.1,0.3,0.7,1.6,4.8
MEKK3 PB1 HTS,100,79,108,101,103
GPR7 antagonist,1,6,x,-5,8
MEKK2mut PB1 HTS,-7,5,4,-1,2
MEKK2wt PB1 HTS,92,80,111,98,100
NALP1 yeast inh,-4,-50,x,9,3

Next part
#43 Cc1cc(C(=O)N/N=C/c2ccc([N+](=O)[O-])s2)n[nH]1
#44 CCCc1cc2c(cc1NC(=O)c1ccco1)OCO2
#45 COc1ccc(/C=C2/N=C(SC)NC2=O)cc1OC
#46 CC1(OC(=O)C2CCCC2)C(=O)C=C2C=C(c3ccsc3)N(CC3CC3)C=C2C1=O (configuration not stated)
#47 CN(CC(=O)N1CCCCCC1)S(=O)(=O)c1ccc(Br)cc1
#48 O=C(O)c1ccc(N2C(=O)CC(Cc3ccccc3)C2=O)cc1 (configuration not stated)
compound no.,43,44,45,46,47,48
FID counter,4,-3,-6,x,-15,-2
M18AAP inhibitor,0,-5,-18,x,-2,-3
PHOSPHO1 inh,8,47,41,9,56,12
OXTR ag,0.5,0.8,-1.5,0.7,0.0,-0.5
MEKK3 PB1 HTS,100,102,99,106,106,66
GPR7 antagonist,-2,-3,-6,x,-21,0
MEKK2mut PB1 HTS,-4,2,-14,4,9,-11
MEKK2wt PB1 HTS,98,102,94,85,111,66
NALP1 yeast inh,10,0,27,x,-9,14

#49 COc1cccc(C(C(=O)NC2CCCCC2)N(C(=O)c2ccco2)c2ccc(-n3cnnn3)c(C)c2)c1 (configuration not stated)
#50 NC(=O)C1CCN(CC(=O)Nc2nccs2)CC1
#51 CCOC(=O)C1CCN(C(=O)CC(C)S(=O)(=O)c2ccc3c(c2)NC(=O)CO3)CC1 (configuration not stated)
#52 COc1ccc(/C=N/NC(=O)CSCC(=O)Nc2ccccc2)cc1OC
#53 Cc1ccc(C)c(S(=O)(=O)/N=C2\C=C(NS(=O)(=O)c3ccccc3)C(=O)c3ccccc32)c1
#54 COC(=O)c1ccccc1OC(=O)c1cc[n+]([O-])cc1
#55 Cn1c(N)c(C(=O)COC(=O)c2ccc(S(=O)(=O)N3CCCCC3)cc2)c(=O)n(C)c1=O
#56 C#CCn1c(S(=O)(=O)Cc2ccc(OC)cc2)nc(-c2ccccc2)c1-c1ccccc1
compound no.,49,50,51,52,53,54,55,56
FID counter,-34,-2,-23,-15,20,-1,-2,-18
M18AAP inhibitor,1,-1,-10,-3,3,1,5,-10
PHOSPHO1 inh,-1,5,26,7,28,50,16,20
OXTR ag,3.0,0.7,2.5,0.5,0.0,0.2,0.1,-1.0
MEKK3 PB1 HTS,96,108,103,100,98,97,96,97
GPR7 antagonist,-6,-13,-11,-6,0,-16,-1,25
MEKK2mut PB1 HTS,3,2,1,5,-5,-2,2,-3
MEKK2wt PB1 HTS,103,106,104,102,92,101,87,95
NALP1 yeast inh,-1,16,5,-8,9,3,9,1

Screening data from PubChem.
